Bioassay records deposited in PubChem BioAssay by several laboratories.
TNAP inhibition – human TNAP enzyme inhibitors, biochemical, luminescent (AID 518); inhibition, % at 20 µM; hits with a dose series show IC50 in µM; purified TNAP enzyme, luminescent substrate readout; higher % means a stronger effect; hit rate 0.09% among 64,000; in the data active = a potency from the dose series; inactive = the rest, 99 in 100 with inhibition below about 22%;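 also: plate controls were vehicle for no effect and reference inhibitor for full effect; many of its hits are not listed in these tables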
LYP inhibition – inhibition of human PTPN22 tyrosine phosphatase – biochemical, DiFMUP fluorescence, recombinant catalytic domain, 10 µM, primary screen (AID 606). 52,000 tested, under 10 active. recombinant LYP catalytic domain, DiFMUP fluorescence; higher % means a stronger effect. inhibition, % at 10 µM, or IC50 in µM where a hit was titrated;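 active = IC50 under 40 µM in the dose-response test; inactive = IC50 of 40 µM or more, or never dose-tested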
HPDE-C7 viability – cytotoxicity in HPDE-C7 cells, cell-based, fluorescence, HTS (AID 430); HPDE-C7 pancreatic duct cells viability, fluorescence; higher % means a stronger effect; one-dose cytotoxicity, % at 10 µM; EC50 in µM for titrated hits; hit rate 1.8% among 63,000;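 also: cells exposed to compound for 48 hours before viability readout; 0% = vehicle and 100% = reference cytotoxic drug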
Spn MK inh – blocks S. pneumoniae mevalonate kinase. purified MK, PK/LDH-coupled NADH absorbance 340 nm. inhibition, % at 10 µM. hit rate 0.48% among 65,000. AID 555;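 active = ranked among the strongest by inhibition in the single 10 µM screen, a fixed top-ranked set picked for dose follow-up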; also: no value below 0 was filed
DPM-DC inhibit – S. pneumoniae DPM-DC inhibition. purified DPM-DC, PK/LDH coupled NADH fluorescence. calls only at 10 µM. hit rate 0.49% among 65,000. AID 556;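 active = the 320 compounds with the highest percent inhibition in the single-dose primary screen, excluding strongly autofluorescent ones, cut at about 32% in these data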;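 also: kinetic rate of NADH fluorescence loss reporting ADP formed by the decarboxylase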
KRASV12 cytotoxicity – cytotoxicity in KRAS-transformed pancreatic duct cells, primary screen, cell-based, fluorescence, HTS (AID 431); HPDE-C7K KRASV12 cells, Alamar Blue viability, 48 h; higher % means a stronger effect; one-dose cytotoxicity, % at 10 µM; EC50 in µM for titrated hits; hit rate 1.7% among 63,000;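 active = compounds whose percent cytotoxicity in the single-dose primary screen, scaled between solvent and toxic-drug controls, exceeds 50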;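 also: 0% = DMSO solvent wells and 100% = doxorubicin-treated wells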
HT1080 viability – cytotoxicity in HT1080 fibrosarcoma cells, cell-based, fluorescence readout (AID 620). HT1080 viability, fluorescence; higher % means a stronger effect. cytotoxicity, % at 10 µM; hits with a dose series show EC50 in µM. hit rate 0.42% among 87,000;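 also: cells exposed to compound overnight then 4 h with Alamar Blue; 0% = vehicle DMSO and 100% = killing control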
Bfl-1 inhibitors – Bfl-1 inhibitors, primary screen, biochemical, fluorescence polarization, FITC-Bid, mouse (AID 432); FITC-Bid BH3 peptide fluorescence polarization displacement; higher % means a stronger effect; displacement, % at 20 µM, or IC50 in µM where a hit was titrated; hit rate 0.02% among 64,000; in the data active = a potency from the dose series; inactive = the rest, 99 in 100 with displacement below about 15%; also: strong numbers were not always called active
Spn PMK inh – inhibitors of Streptococcus pneumoniae phosphomevalonate kinase | purified PMK, PK/LDH-coupled NADH absorbance 340 nm | inhibition, % at 10 µM | hit rate 0.49% among 65,000 | AID 539;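 active = top-ranked compounds by inhibition in the single 10 µM screen, taking a fixed number of the strongest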;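 also: 0% = full reaction with DMSO carrier and 100% = background rate without enzyme reaction; no value below 0 was filed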
Spn PMK inh pilot replicates – recorded beside Spn PMK inh, whose call it bears; inhibition, %; measured here: pilot screen replicates
Spn MK inh pilot replicates – recorded beside Spn MK inh, whose call it bears; inhibition, %; measured here: pilot screen replicates
DPM-DC inhibit pilot screen % – also measured in DPM-DC inhibit; calls as there; inhibition, %; measured here: pilot screen trials
* marks the source's active call; other numbers are inactive results; i = inactive; · = no result given. Rule as the data show it, unless noted: active = cytotoxicity above about 50%; inactive = the rest.

SMILES | TNAP inhibition | LYP inhibition | HPDE-C7 viability | Spn MK inh | DPM-DC inhibit | KRASV12 cytotoxicity | HT1080 viability | Bfl-1 inhibitors | Spn PMK inh | others
CC1(C)CC(=O)C=C(NCC(=O)O)C1 | 5% | 3% | -2% | 6 | i | -2% | 30% | 0% | 10
O=c1oc2cc(O)ccc2cc1-c1ccc(F)cc1 | 7% | 6% | -8% | 12 | · | -3% | -3% | 1% | 11
O=C(Nc1ccc(N2CCOCC2)c(Cl)c1)c1c(F)c(F)c(F)c(F)c1F | 17% | 8% | 54%* | 9 | i | 64%* | 9% | -3% | 1
O=C(NCCN1CCOCC1)c1ccc2c(c1)N(Cc1ccccc1F)C(=O)CS2 | 10% | · | -4% | 5 | i | 1% | · | -5% | 3 | Spn PMK inh pilot replicates=1.0;Spn MK inh pilot replicates=0.0;DPM-DC inhibit pilot screen %=1.0
Cc1cc(C)c2nc(SCC(=O)N3CCCCC3)c(C#N)cc2c1 | 7% | 6% | -5% | 3 | i | 3% | -1% | -3% | 13
COc1ccc(C(=O)Nc2nncs2)cc1S(=O)(=O)N1CC(c2ccccc2)CC1=O (stereo unspecified) | 0% | -6% | -4% | 2 | i | 5% | -5% | -1% | 0
O=C(NCC1c2ccccc2CCN1C(=O)CN1CCOCC1)C1CCCCC1 (stereo unspecified) | 2% | · | -2% | 10 | i | -2% | -4% | -8% | 12
COc1ccccc1C1(O)CCN(CC(=O)Nc2c(C)nn(C)c2C)CC1 | 5% | 6% | -1% | 7 | i | 11% | 20% | -6% | 0
Cn1cccc1C1NC(=O)c2c(sc3c2CCC(C(C)(C)C)C3)N1 (stereo unspecified) | 13% | 3% | -18% | 2 | i | -13% | -5% | -6% | 13 | Spn PMK inh pilot replicates=6.0;Spn MK inh pilot replicates=0.5;DPM-DC inhibit pilot screen %=0.5
O=C(CSc1nnnn1C1CCCCC1)N1CCc2ccccc21 | 19% | 9% | 14% | 21 | i | 26% | 8% | -7% | 10 | Spn PMK inh pilot replicates=0.0;Spn MK inh pilot replicates=0.0;DPM-DC inhibit pilot screen %=2.5
O=C(CCN1CCCCC1)Nc1cccc(Cl)c1 | 14% | 11% | 8% | 1 | i | 14% | 2% | -5% | 0
CCCOc1ccc(/C(O)=C2/C(=O)C(=O)N(CCCOC)C2c2ccncc2)cc1 (stereo unspecified) | 15% | 14% | -11% | 1 | i | -2% | 5% | -5% | 1 | Spn PMK inh pilot replicates=6.5;Spn MK inh pilot replicates=0.0;DPM-DC inhibit pilot screen %=3.5
Cc1cc(C)nc(N2C(=O)CC(Cc3ccccc3)C2=O)n1 (stereo unspecified) | 7% | -39% | -11% | 10 | i | -3% | 0% | -1% | 5
COc1c(C(=O)Nc2c(C)n(C)n(-c3ccccc3)c2=O)ccc2ccccc12 | 16% | 7% | -2% | 5 | i | 1% | -5% | 8% | 9 | Spn PMK inh pilot replicates=4.0;Spn MK inh pilot replicates=5.0;DPM-DC inhibit pilot screen %=5.5
COc1ccc(S(=O)(=O)N2CCN(C(=O)NC3CCCCC3)CC2)cc1OC | -4% | 1% | 0% | 11 | i | -3% | -7% | 5% | 7
COCCOC(=O)C1=C(C)OC(N)=C(C#N)C1c1ccc2c(c1)OCO2 (stereo unspecified) | 18% | 6% | -9% | 5 | i | 2% | 0% | 7% | 14 | Spn PMK inh pilot replicates=5.0;Spn MK inh pilot replicates=0.0;DPM-DC inhibit pilot screen %=2.5
COc1nc(NC(C)(C)C)nc(Oc2ccc(=O)n(C)n2)n1 | 5% | 16% | -10% | 0 | i | 6% | 4% | 2% | 0
COc1cc2ccccc2cc1C(=O)N1CCN(C)CC1 | -13% | · | -5% | 4 | i | -5% | 3% | 3% | 15
Cc1ccc2c(c1)C(O)(c1c(C)[nH]c3ccccc13)C(=O)N2 (stereo unspecified) | -7% | 0% | -39% | 8 | i | -19% | -31% | 3% | 9
CN1CCN(CP(=O)(N2CCOCC2)N2CCOCC2)CC1 | 2% | · | -7% | 2 | i | -18% | 2% | 5% | 3
N#Cc1c(Nc2ccccc2)c(C=NCCN2CCOCC2)c[nH]c1=O | -2% | 5% | -19% | 1 | i | -12% | 2% | 0% | 4
CC1(C)C(=O)C2(C(=O)NCc3ccccc3)CCC1C2 (stereo unspecified) | 10% | 2% | -9% | 10 | i | 2% | -3% | 0% | 10
c1ccc(-c2cc(-c3nnc4sc(-c5ccccn5)nn34)[nH]n2)cc1 | 2% | -5% | -5% | 5 | i | 5% | 3% | 2% | 11
Cc1nc2ccccn2c1-c1nnco1 | 2% | 4% | -20% | 6 | i | -11% | -3% | -11% | 6
COCCSc1nc2sc3c(c2c(=O)n1-c1ccccc1)CCN(C)C3 | 6% | · | -6% | · | · | 1% | 6% | -3% | ·
Additional results:
SMILES | TNAP inhibition | LYP inhibition | HPDE-C7 viability | Spn MK inh | DPM-DC inhibit | KRASV12 cytotoxicity | HT1080 viability | Bfl-1 inhibitors | Spn PMK inh | others
C=C(C)Cn1c(-c2ccccc2)nc2ccccc21 | 5% | · | -22% | 0 | i | -12% | -8% | 0% | 5 | Spn PMK inh pilot replicates=4.5;Spn MK inh pilot replicates=0.5;DPM-DC inhibit pilot screen %=2.5
COc1ccc(C2CC(=O)c3c(C)nc(N4CCN(Cc5ccccc5)CC4)nc3C2)cc1OC (stereo unspecified) | 15% | 7% | 30% | 5 | i | 39% | -20% | -9% | 13
COc1ccc(N/C=C(\C#N)c2nc3ccccc3n2C)c(OC)c1 | 0% | 9% | 22% | 0 | i | 44% | 18% | 7% | 3
COc1ccc(S(=O)(=O)NCCSc2ccc(C)cc2)cc1OC | 1% | -9% | 13% | 6 | i | 21% | 1% | -9% | ·
CCN(CC)C(=O)CSc1nnc(-c2cc(OC)cc(OC)c2)o1 | 6% | 18% | 12% | 1 | i | -7% | -4% | 1% | 3 | Spn PMK inh pilot replicates=1.5;Spn MK inh pilot replicates=0.0;DPM-DC inhibit pilot screen %=0.0
COC(=O)C1=C(C)N2C(=O)CSC2=NC1c1ccc2c(c1)OCO2 (stereo unspecified) | 0% | 1% | -10% | 7 | i | -1% | -2% | 0% | 9
Cc1nnc(SCC(=O)Nc2cccc(C(F)(F)F)c2)[nH]c1=O | -2% | 4% | 1% | 0 | i | -3% | 0% | 2% | 13
CCC1CCCCN1C(=O)c1cc(-c2ccc(Cl)c(Cl)c2)on1 (stereo unspecified) | 9% | · | -20% | 2 | i | -10% | -8% | -13% | 15
CCOc1ccccc1N1CCN(C(=O)c2cc3c(s2)CCC3)CC1 | 12% | · | -19% | 4 | i | 4% | -14% | -10% | 0
O=C(OCCN1C(=O)c2ccccc2C1=O)c1cc(=O)[nH]c2ccccc12 | 3% | 3% | 3% | 7 | i | -6% | 6% | 2% | 10
COc1cc(NS(=O)(=O)c2ccc(Br)s2)cc(OC)c1 | 3% | 11% | 30% | 2 | i | 42% | -6% | 2% | 9 | Spn PMK inh pilot replicates=5.0;Spn MK inh pilot replicates=0.5;DPM-DC inhibit pilot screen %=1.5
CCn1c(CNc2ccc(C)cc2C)nnc1SCC(=O)N1CCCc2ccccc21 | 4% | · | 6% | 4 | i | 8% | -4% | 4% | 12
CCn1nc(NC(=O)c2ccccn2)c2cc3cc(C)ccc3nc21 | 3% | 11% | 9% | 9 | i | -2% | 3% | -7% | 12
O=C(CCCSc1nc2ccccc2[nH]1)NC1=NCCS1 | 7% | -9% | 3% | 7 | i | -8% | -2% | -12% | 3
O=C(O)c1ccc(S(=O)(=O)NC2CCCCC2)cc1 | 9% | 15% | -18% | 8 | i | -31% | 1% | 0% | 5
CNCc1cc2ccc(C)cc2[nH]c1=O | 1% | · | 12% | 12 | i | 4% | 5% | 1% | 15
CCCCn1c(SCC(=O)c2cc(OC)ccc2OC)nc2cc(S(N)(=O)=O)ccc21 | 8% | -5% | -4% | 11 | i | -4% | 0% | -1% | 0
N#CC12CCCCC1CC1CCCCC1(C#N)N2Cc1cccnc1 (stereo unspecified) | 0% | -1% | -3% | 5 | i | -15% | -6% | -4% | 0
CCN(CC)CCCNC(=O)c1c(O)c2c([nH]c1=O)CCCC2 | 5% | 4% | -12% | 0 | i | -12% | 28% | -7% | 14
COc1ccc(-c2nnc(SCCOc3cccc(C)c3)n2N)cc1 | 12% | -1% | 5% | 0 | i | 1% | 22% | -6% | 14
COc1ccc(CCn2c(C)cc(C(=O)CSc3nnnn3-c3ccccc3)c2C)cc1OC | 2% | 11% | 7% | 0 | i | -4% | 10% | -6% | 12
COC(=O)CSc1nnc([C@H](CC(C)C)NC(=O)OC(C)(C)C)o1 | 6% | -2% | -11% | 7 | i | 9% | -16% | -6% | 11
COc1ccc(N/C(C)=C2/C(=O)C(=O)N(CCO)C2c2ccc(Br)cc2)cc1 (stereo unspecified) | 11% | · | 22% | 4 | i | 8% | -3% | -12% | 0
Cc1cc(OCC(O)CN2CCN(CCO)CC2)ccc1C(C)C (stereo unspecified) | 13% | 0% | 13% | 6 | i | 21% | -7% | -2% | 7 | Spn PMK inh pilot replicates=2.5;Spn MK inh pilot replicates=4.5;DPM-DC inhibit pilot screen %=0.0
COc1ccccc1NC(=O)CSc1nc2nc(C)cc(C)c2c(=O)[nH]1 | 11% | -2% | 1% | 9 | i | 14% | -4% | -2% | 10
Other records:
SMILES | TNAP inhibition | LYP inhibition | HPDE-C7 viability | Spn MK inh | DPM-DC inhibit | KRASV12 cytotoxicity | HT1080 viability | Bfl-1 inhibitors | Spn PMK inh | others
Cc1ccc(C(c2sc3nc(C)nn3c2O)N2CCN(c3ccc(F)cc3)CC2)cc1 (stereo unspecified) | 2% | 6% | 0% | 7 | i | 14% | -3% | 10% | 8
O=C(O)C1Cc2ccccc2CN1C(=O)c1ccccc1 (stereo unspecified) | · | 2% | · | 3 | i | · | 2% | · | 7
CCOC(=O)c1ccc(NC(=O)CCc2nc(-c3ccccc3)no2)cc1 | 9% | -1% | -1% | 5 | i | -8% | 0% | -9% | 14
CCCCn1nnnc1SCC(=O)Nc1ccc(C)cc1 | 10% | 5% | -19% | 2 | i | -5% | 10% | 6% | 18
CC(=O)c1ccc(NC(=O)CSC(C)C)cc1 | 5% | · | -26% | 2 | i | -45% | -6% | -1% | 15
Nc1c(C(=O)c2ccccc2)oc2ccc(Br)cc12 | 24% | 5% | 10% | 8 | i | 0% | -9% | -10% | 3
COC(=O)c1ccccc1NC(=O)Cn1cnc2ccc(S(=O)(=O)N3CCC(C)CC3)cc2c1=O | 3% | · | -5% | 4 | i | 0% | · | 1% | 8
CC(CS(=O)(=O)c1cccc2cccnc12)N1CCCCC1 (stereo unspecified) | 8% | 8% | -15% | 2 | i | -17% | 4% | -6% | 16
Cc1ccc2nc(NC(=O)C3CCCN(S(=O)(=O)c4cccc5nonc45)C3)sc2c1 (stereo unspecified) | 13% | 5% | -7% | 26 | i | 2% | 2% | 0% | 17 | Spn PMK inh pilot replicates=4.5;Spn MK inh pilot replicates=0.0;DPM-DC inhibit pilot screen %=0.0
